Compound activity deposited in PubChem by The Scripps Research Institute Molecular Screening Center.
FBW7 activator = human FBW7 E3 ligase activation, primary screen | Q969H0 | AlphaScreen FBW7–phospho-cyclin E peptide binding, activator screen | normalized activity (activation), % at 26.1 µM | actives 0.13% (n = 650,000) | AID 1259310; in the data active = normalized activity above about 1.9%;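 also: purified mutant Fbw7 with reduced substrate affinity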
TEAD-YAP block = TEAD-YAP interaction inhibition. HEK-TIYL cells, TEAD-Gal4/YAP UAS-luciferase luminescence. actives 1.4% (n = 640,000). inhibition, % at 9.12 µM; in the data active = inhibition above about 32%;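 also: 0% = median of test compound wells and 100% = reference inhibitor wells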
MITF primary = blocks human microphthalmia-associated transcription factor; O75030; AlphaScreen MITF homodimerization, bead proximity signal; inhibition, % at 2.6 µM; actives 0.91% (n = 650,000); in the data active = inhibition above about 50%;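 also: 0% = vehicle wells with protein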
Target sequence (O75030 whole entry, looked up): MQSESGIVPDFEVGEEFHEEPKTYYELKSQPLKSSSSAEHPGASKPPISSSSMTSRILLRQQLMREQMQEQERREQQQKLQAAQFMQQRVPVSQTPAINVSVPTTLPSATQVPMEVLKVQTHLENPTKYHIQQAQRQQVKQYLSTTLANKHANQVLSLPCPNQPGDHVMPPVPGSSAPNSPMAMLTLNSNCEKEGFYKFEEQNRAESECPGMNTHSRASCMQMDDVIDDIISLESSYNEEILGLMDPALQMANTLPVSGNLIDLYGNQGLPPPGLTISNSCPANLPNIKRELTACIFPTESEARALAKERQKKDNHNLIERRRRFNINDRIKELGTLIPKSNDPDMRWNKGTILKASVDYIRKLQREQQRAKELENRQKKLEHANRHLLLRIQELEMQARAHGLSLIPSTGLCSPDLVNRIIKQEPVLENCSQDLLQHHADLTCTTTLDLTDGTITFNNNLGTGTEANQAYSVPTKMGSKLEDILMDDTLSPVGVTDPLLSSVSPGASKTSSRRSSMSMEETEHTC
GPR151 activ = activators of human GPR151; PathHunter beta-arrestin GPR151 cells, luminescence; Q8TDV0; actives 1% (n = 650,000); activation, % at 11.2 µM; AID 1508602; in the data active = activation above about 4.9%;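 also: 0% = median of compound wells and 100% = cells with positive control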
Target sequence (Q8TDV0 whole entry, looked up): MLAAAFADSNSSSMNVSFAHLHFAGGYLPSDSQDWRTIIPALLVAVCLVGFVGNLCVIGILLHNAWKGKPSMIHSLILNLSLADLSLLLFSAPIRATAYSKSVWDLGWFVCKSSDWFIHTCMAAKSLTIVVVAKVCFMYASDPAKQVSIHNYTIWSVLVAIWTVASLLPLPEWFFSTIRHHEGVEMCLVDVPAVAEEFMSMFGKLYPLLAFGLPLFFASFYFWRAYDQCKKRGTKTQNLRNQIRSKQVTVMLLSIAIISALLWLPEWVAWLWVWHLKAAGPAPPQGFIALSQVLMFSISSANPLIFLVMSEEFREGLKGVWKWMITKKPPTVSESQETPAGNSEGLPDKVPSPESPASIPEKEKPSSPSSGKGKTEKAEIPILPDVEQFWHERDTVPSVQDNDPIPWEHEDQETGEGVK
Starred values were filed as active, the others as inactive; / = no result given; & = joins results of further samples.

A first look (five entries):
SMILES	FBW7 activator	TEAD-YAP block	MITF primary	GPR151 activ
O=C1CCC(=O)N1CN1CCN(c2cccc(Cl)c2)CC1	0.4	3	-1	1.0
O=C(Nc1ccc2c(c1)C(=O)N(c1cccc(O)c1)C2=O)c1ccc(Br)cc1	-0.1	0	-6	0.6
CN(C)c1ccc(/C=C(\NC(=O)c2ccccc2F)C(=O)Nc2ccc(F)c(Cl)c2)cc1	0.0	-6	61*	0.1
CC1CCCN(C(=O)c2cc3c(=O)[nH]c4ccccc4c3n2C)C1 (stereo not given)	1.3	-17	19	-1.2
O=C(Cc1ccc(F)cc1F)Nc1cccc2ccccc12	0.0	-12	-3	-0.6

The listing, from the start:
SMILES	FBW7 activator	TEAD-YAP block	MITF primary	GPR151 activ
O=C1CCC(=O)N1CN1CCN(c2cccc(Cl)c2)CC1	0.4	3	-1	1.0
O=C(Nc1ccc2c(c1)C(=O)N(c1cccc(O)c1)C2=O)c1ccc(Br)cc1	-0.1	0	-6	0.6
CN(C)c1ccc(/C=C(\NC(=O)c2ccccc2F)C(=O)Nc2ccc(F)c(Cl)c2)cc1	0.0	-6	61*	0.1
CC1CCCN(C(=O)c2cc3c(=O)[nH]c4ccccc4c3n2C)C1 (stereo not given)	1.3	-17	19	-1.2
O=C(Cc1ccc(F)cc1F)Nc1cccc2ccccc12	0.0	-12	-3	-0.6
CC(=O)Nc1cccc(NC(=O)c2csc(C)c2)c1	-0.3	-15	4	-0.2
Oc1ccc(/C=N/Nc2ccc3ccccc3c2)c(O)c1O	0.1	-10	22	-0.1
Cc1ccc(C(=O)COC(=O)CNC(=O)c2ccc(Br)o2)cc1C	0.1	5	15	0.1
O=C(CSC1CC(=O)N(c2cccc(Cl)c2)C1=O)Nc1ccc(Cl)c(Cl)c1 (stereo not given)	-0.1	6	-6	1.2
Cc1cc(C)cc(C(=O)Nc2c3c(nn2-c2ccc(C)cc2C)CS(=O)(=O)C3)c1	0.2	2	10	2.1
O=C(Nc1nnc(CC2=CCCCC2)s1)c1cccs1	0.0	-23	13	0.3
O=C1CN(C(=O)COC(=O)CCCSc2nc3ccccc3s2)c2ccccc2N1	0.1	17	2	-4.4
O=c1c2cnn(-c3ccccc3)c2ncn1C/C=C/c1ccccc1	0.1	1	3	8.3*
Nc1ccc(-c2cnc3ccc4ccncc4c3c2)cc1	-0.2	-47	8	1.0
COc1cccc(C(=O)Nc2cccc(-c3cn4cccc(C)c4n3)c2)c1	0.3	-22	8	-0.4
CCCCOc1ccc(-c2nc(/C=N/c3nc(CC(=O)OCC)cs3)c(O)o2)cc1	0.1	10	5	0.6
CCC(NC(C)C)C(O)c1ccc(O)c(O)c1 (stereo not given)	-0.2&-0.1&-0.1	-10&2	20&-9&-1	0.2&-0.2&0.6
CNC(=O)c1ccsc1NC(=O)Cc1ccc(OC)c(C)c1	-0.2	-6	-6	-0.9
Nc1nonc1N/N=C/c1c(Cl)cccc1Cl	1.3	-3	13	-0.5
CCOc1ccc(C2=NN3C(C2)c2cccc(OCC)c2OC3c2ccc(C(=O)OC)cc2)cc1 (stereo not given)	-0.1	3	9	-0.4
O=C(Nc1ccccc1N1CCCC1)c1ccccc1Cl	0.0	1	-6	-0.8
CCN(CC)C(=O)Cn1cnc2sc3c(c2c1=O)CCC(C)C3 (stereo not given)	0.0	-1	-21	-0.6
O=C(O)CCC(=O)Nc1nc2n(n1)C(c1ccccc1)C=C(c1ccccc1)N2 (stereo not given)	0.0	-12	-3	0.0
C/C(=N/NC(=O)c1ccccc1)c1ccncc1	-0.1	-61	-8	-0.5
Cc1ccc(OCC(=O)NNC(=O)COc2ccccc2C)cc1	-0.1	8	0	2.0
Cn1cnnc1SCc1ccc(C#N)cc1Cl	0.1	-2	-2	-0.1
Cn1c2ccccc2c2cnn(CC(=O)NCCC3=CCCCC3)c(=O)c21	-0.1	6	-7	0.5
CCCCCCCc1ccc(C(=O)Oc2ccc(C(=O)OCC(=O)c3ccc(C4CCC(CCC)CC4)cc3)cc2)cc1 (stereo not given)	0.2	16	-8	1.5
Nc1ccc(NC(=O)c2cc3ccccc3o2)cc1	0.9	-4	9	1.4
CC1CCN(C(=O)C2c3ccccc3C(=O)N3CCc4ccccc4C23)CC1 (stereo not given)	-0.1	1	7	-0.9
Cc1ccc(NCC(=O)N/N=C\c2cc(Cl)cc(Br)c2O)cc1	-0.1	2	0	0.0
C=CCN(c1ccccc1)S(=O)(=O)c1cc(C(=O)Nc2ccc(OCC)cc2)ccc1F	0.2	6	11	2.1
CNC(=O)c1c(NC(=O)c2ccco2)sc2c1CCC(C(C)(C)C)C2 (stereo not given)	-0.2	12	-7	0.7
CC(C)(C)c1[nH]nc2c1C(c1ccccc1[N+](=O)[O-])C(C#N)=C(N)O2 (stereo not given)	0.0	2	3	2.8
N#Cc1cc([N+](=O)[O-])ccc1NC(=O)COC(=O)c1ccc(N2CCCC2=O)cc1	-0.1	-2	-4	0.1
CCn1nnnc1-c1ccc(OC)c(S(=O)(=O)Nc2ccc(Br)cc2)c1	0.0	15	-4	1.0
Cc1ccc(S(=O)(=O)N(C)c2cc(S(=O)(=O)NC(C)(C)C)c(C)cc2C)cc1	0.0	7	-11	-1.2
CC(C)CC(=O)N1CCN(C2CCC(C)CC2)CC1 (stereo not given)	-0.2	2	59*	-1.6
O=C(CSc1ccc(C(=O)Nc2ccccc2C(F)(F)F)cc1[N+](=O)[O-])NCCN1CCOCC1	-0.1	-3	2	-0.8
CC(C)(CO)NC(=O)/C(=C\c1ccc(Cl)cc1)NC(=O)c1ccccc1	0.0	-5	12	-0.5
CC(=O)Nc1ccc(NCc2ccc(Cl)cc2)cc1	0.0	-1	-1	1.2
CCN(CC)S(=O)(=O)c1ccc(NC(=O)c2cc3ccccn3n2)cc1	0.1	-27	-14	0.0
COc1ccc2nc(NC(=O)CCCNC(=O)Cn3cnc4sc(C)c(C)c4c3=O)sc2c1	-0.1	-6	16	-1.5
CCCOc1ccc(C(CC(=O)O)NC(=O)c2cc(OC)cc(OC)c2)cc1 (stereo not given)	0.1	6	6	0.2
CCC(=O)NC1(C(F)(F)F)N=C(c2ccccc2)NC1=O (stereo not given)	1.1	4	7	-0.2

Entries of single compounds, quoted from the list.
CNC(=O)c1c(NC(=O)c2ccco2)sc2c1CCC(C(C)(C)C)C2 (stereo not given) across the screens: FBW7 activator = -0.2; TEAD-YAP block = 12; MITF primary = -7; GPR151 activ = 0.7
COc1ccc2nc(NC(=O)CCCNC(=O)Cn3cnc4sc(C)c(C)c4c3=O)sc2c1 across the screens: FBW7 activator = -0.1; TEAD-YAP block = -6; MITF primary = 16; GPR151 activ = -1.5

(cont.)
SMILES	FBW7 activator	TEAD-YAP block	MITF primary	GPR151 activ
O=C(NCCc1c[nH]c2ccccc12)/C(=C\c1ccco1)NC(=O)c1ccccc1	-0.1	15	4	-0.5
Cc1ccc(-n2cc(-c3ccccc3)c3c(N4CCCCCC4)ncnc32)cc1Cl	0.2	10	5	-0.8
N#Cc1nc(NC(=O)CN2C(=O)c3ccccc3C2=O)[nH]c1C#N	-0.2	0	1	-1.4
COc1cccc(CNC(=O)C(N)c2ccc(-c3cn[nH]c3)cc2)c1 (stereo not given)	-0.2	-6	5	-2.4
COc1cc(/C=C(/NC(=O)c2ccc(Cl)cc2Cl)C(=O)O)ccc1O	0.0	-1	7	-0.4
CC(C)NC(=O)c1sc(=S)n2c1[nH]c(=O)c1ccc(C(=O)NCCN(C)C)cc12	-0.2	16	6	1.7
COc1cccc2sc(=NC(=O)CN3C(=O)CCC3=O)n(C)c12	-0.1	0	-2	2.1
CCOC(=O)c1cnc2c(C)cccc2c1Nc1ccc(OCC)cc1	0.1	-15	2	-0.2
COc1cccc(N2CC(NC(=O)NC(c3ccccc3)c3ccccc3)CC2=O)c1 (stereo not given)	0.0	16	-10	1.0
Cc1ccc(NC(c2ccc(F)cc2)C2CCCC2=O)cc1 (stereo not given)	-0.6	-9	-1	0.6
CN(C)C(=O)c1ccc(S(=O)(=O)N(Cc2ccco2)C2CC2)o1	-0.1	1	-2	-0.7
CC(C)C(NS(=O)(=O)c1cccc(C(=O)O)c1)C(=O)O (stereo not given)	0.2	-2	-6	0.4
COC(CNCC(O)COc1ccccc1)OC (stereo not given)	0.1	7	31	1.3
Cn1ccnc1CN1CCN(Cc2nc(-c3ccccn3)no2)CC1	0.5	12	7	-0.9
N#CCCCSc1nnnn1-c1cc(C(F)(F)F)cc(C(F)(F)F)c1	0.2	/	6	0.7
CCCCOC(=O)c1ccc(Nc2nc3ccccc3n3c(C)nnc23)cc1	0.0	9	7	0.6
CC(C)(CO)NCc1ccccc1C(F)(F)F	0.7	-4	19	0.0
O=C(CS(=O)(=O)c1ccc(Oc2ccc(S(=O)(=O)CC(=O)c3ccccc3)cc2)cc1)c1ccccc1	0.4	13	10	-0.7
Cc1c(C(=O)N2CCCCC2C)sc2ncn(CC(=O)N3CCCCC3)c(=O)c12 (stereo not given)	-0.1	5	-2	-1.0
CCOC(=O)c1cccc(N/C(C)=C/C(=O)c2ccc(OC)cc2)c1	-0.2	2	4	-0.5
N#Cc1ccc(C(=O)Nc2cc3ccccc3cc2NC(=O)c2ccc(C#N)cc2)cc1	0.6	-22	-1	1.3
CC(C)Oc1cccc2c1CCN(Cc1ccccc1)C2=O	0.2	-17	-19	0.7
O=C(CN1CCn2cnnc2C1)NCc1cccs1	-0.3	1	-6	-0.3
Cc1sc(NC(=O)c2ccc(N(C)C)cc2)c(C#N)c1C	-0.1	-9	9	0.0
O=C(Nc1cnn(C23CC4CC(CC(C4)C2)C3)c1)c1cnn2cc(Br)cnc12	0.0	3	37	-1.0
CCOC(=O)c1ccc(N2C(=O)c3n[nH]c(C)c3C2c2ccccn2)cc1 (stereo not given)	0.7	12	13	2.2
CCOC(=O)C1=C(C)N=c2s/c(=C\c3cccc(O)c3)c(=O)n2C1c1ccc(OC)c(OC)c1 (stereo not given)	0.0	9	0	-0.2
Cn1c(=O)n(C)c2cc(/C=C(/C#N)c3cccc([N+](=O)[O-])c3)ccc21	0.0	-3	23	1.1
Cc1ccc(N2C(=O)C3C(C2=O)C2(C)C=CC3(C)O2)cc1C (stereo not given)	0.0	24	1	-0.8
Cc1nccn1CCCNC(=O)CC1C(=O)NCCN1Cc1ccccc1 (stereo not given)	-0.1	-4	-15	0.3
COc1cc(/C=C2/C(=O)N(c3ccc(C(=O)O)cc3)N=C2C)cc(Br)c1OCc1ccccc1	-0.1	-4	-10	-0.9
O=C1N[C@H](Cc2ccccc2)C(=O)N2CCN(S(=O)(=O)c3ccc4ccccc4c3)C[C@H]12	0.0	-5	12	0.5
CCOC(=O)c1sc(NC(=O)C(F)(F)F)c(C(=O)OCC)c1C	0.2	-41	21	-1.3
CN(C)c1cccc(-c2cnn3c(NCc4ccccc4)ccnc23)c1	0.9	-2	-6	-1.2
CCCCNC1(c2ccccc2)SSSSSSC1=S (stereo not given)	-0.2	5	-8	-0.7
CCC(C)c1ccc(OCCNCCO)cc1 (stereo not given)	0.0	-1	56*	0.9
COCCNCCCCOc1c(C)cccc1C(C)(C)C	0.0	-6	26	-0.2
CC(C)n1cnc2c(NCCO)nc(NCc3ccc4c(c3)OCO4)nc21	-0.1	-2	6	0.5
CCOc1ccc(-c2cc(C(=O)OC)nc3c2c(=O)n(C)c(=O)n3C)cc1	-0.3	5	-2	-2.0
Clc1ccc(C2=CC(c3ccc(Br)cc3)n3nnnc3N2)cc1 (stereo not given)	0.0	6	1	0.9
CCC(=O)N1CCc2cc(S(=O)(=O)Nc3ccccc3C)ccc21	-0.2	-19	-6	-1.0
CC1CCCC(NC(=O)C2N(CCN3CCOCC3)C(=O)C3C(C(=O)Nc4ccc(F)c(Cl)c4)C4C=CC32O4)C1C (stereo not given)	0.1	-3	0	1.7
CC1CN(CCCOc2ccccc2F)CC(C)O1 (stereo not given)	0.0	0	36	3.3
COC(=O)C(C)N1C(=O)S/C(=C/c2cc(Cl)c(OC)c(Br)c2)C1=O (stereo not given)	-0.1	-2	-9	0.0
CC1CCN(CCCn2c(=S)[nH]c3ccc(N4CCOCC4)cc3c2=O)CC1	0.3	-2	17	-1.1
O=C1c2cccc3cccc(c23)C(=O)C1c1ccccn1	-0.6	8	11	1.3
CC1(CNCc2ccccc2O)C2CC3CC(C2)CC1C3 (stereo not given)	0.1	-3	-1	-0.9
CC(=O)Nc1cnn(-c2ccc(C(=O)N3CCC4(C=Cc5ccccc54)CC3)cc2)c1	0.1	10	13	-0.9
CCc1ccc(/C=C/c2c([N+](=O)[O-])c(=O)n(C)c(=O)n2C)cc1	-0.1	44*	4	0.3
Cc1nc2c(c(C)c1CCC(=O)N1CCC(C)CC1)c(=O)n(C)c(=O)n2C	0.5	16	4	0.0
COCCn1c(SCC(=O)Nc2nnc(C)s2)nc2c(c1=O)SCC2	-0.2	-1	-12	-1.3
COc1ccc(CC(=O)Nc2ccccc2[N+](=O)[O-])cc1OC	-0.1	11	2	-1.2
Fc1ccccc1OCCSc1nc2ccccc2s1	0.0	-59	-16	0.1
CCOc1ccc(NC(=O)c2cc(Cl)cc(Cl)c2)c([N+](=O)[O-])c1	0.0	-8	16	-1.7
NC(=O)c1ccc(NC(=O)Nc2ccccc2)cc1	-0.1	-27	5	-0.4
